TcdB inh: blocks C. difficile toxin B glycohydrolase activity; P18177; TcdB glycohydrolase enzymatic assay, plate reader; inhibition, % at 9.99 µM; 350,000 tested, 0.24% active; AID 652162; in the data active = inhibition above about 10%
* hit, by the source's call.

SMILES | TcdB inh
CN(C)CCCNC(=O)C[C@@H]1CC[C@H]2[C@@H](COC[C@@H](O)CN2CC2CCCC2)O1 | -0.1
C[C@@H]1CCCCO[C@H](CN(C)C(=O)NC2CCCCC2)[C@@H](C)CN([C@H](C)CO)C(=O)c2cc(NC(=O)NC3CCCCC3)ccc2O1 | 0.2
COCC(=O)N1[C@H](CO)[C@H](c2ccc(-c3cccc(F)c3)cc2)[C@@H]1C#N | 0.6
COc1ccc2c3c([nH]c2c1)[C@H](CO)N(Cc1ccccc1)CC31CCN(C(=O)Nc2cccc(F)c2)CC1 | -6.1
C[C@H]1CN([C@@H](C)CO)C(=O)Cc2cc(NC(=O)Nc3ccc(C(F)(F)F)cc3)ccc2O[C@H]1CN(C)C(=O)Nc1ccc(F)cc1 | -0.4
COc1ccc(S(=O)(=O)N(C)C[C@@H]2OCCCC[C@H](C)Oc3ccc(NS(=O)(=O)c4ccccc4)cc3C(=O)N([C@H](C)CO)C[C@@H]2C)cc1 | 0.9
COc1ccccc1NC(=O)N[C@@H]1CC[C@H](CCn2cc(C3(O)CCCC3)nn2)O[C@@H]1CO | 1.8
O=C(Nc1ccc(Cl)cc1)N[C@@H]1CC[C@H](CCNC(=O)c2cc(Cl)cc(Cl)c2)O[C@@H]1CO | -0.7
COc1ccc(CN(C)C[C@H]2OCCCC[C@H](C)Oc3ccc(NC(=O)Nc4ccc(C(F)(F)F)cc4)cc3C(=O)N([C@H](C)CO)C[C@H]2C)cc1 | -0.6
C[C@@H]1CN([C@H](C)CO)C(=O)c2ccccc2-c2ccccc2CO[C@H]1CN(C)S(=O)(=O)c1ccc([N+](=O)[O-])cc1 | -0.2
C[C@H]1CN([C@@H](C)CO)C(=O)c2c(c3ccccc3n2C)-c2ccccc2CO[C@@H]1CN(C)C(=O)[C@H]1CCCN1C | 1.2
O=C(NCCCN1CCOCC1)[C@@H]1[C@@H](CO)[C@@H]2Cn3c(ccc(C4=CCCCC4)c3=O)[C@H]1N2 | 2.0
COCC(=O)Nc1ccc2c(c1)OC[C@@H](C)N(C(=O)Cc1ccccn1)C[C@H](C)[C@@H](OC)CN(C)C2=O | -0.5
COc1ccc(NC(=O)N(C)C[C@@H]2Oc3c(NC(=O)C4CCOCC4)cccc3C(=O)N([C@H](C)CO)C[C@H]2C)cc1 | -6.4
CS(=O)(=O)N1[C@H](C#N)[C@@H](c2ccccc2)[C@@H]1CO | -0.2
C[C@H](CO)N1C[C@H](C)[C@@H](CN(C)CC2CCCCC2)OCCCC[C@H](C)Oc2ccc(NS(C)(=O)=O)cc2C1=O | 0.9
COCC(=O)N1CC2(C1)[C@@H](c1ccc(-c3cccc(F)c3)cc1)[C@@H](CO)N2C(=O)COC | 1.0
Cc1noc(C)c1NC(=O)N(C)C[C@H]1Oc2c(NC(=O)c3cnccn3)cccc2C(=O)N([C@@H](C)CO)C[C@@H]1C | -0.3
CCCNC(=O)N1C[C@@H]2[C@H](c3ccccc31)[C@H](CO)N2Cc1ccccc1F | -0.8
C[C@@H]1CN([C@@H](C)CO)C(=O)c2cccc(NC(=O)CCCCCC(=O)Nc3ccccc3N)c2O[C@H]1CN(C)S(=O)(=O)c1cn(C)cn1 | 2.4
C[C@H](CO)N1C[C@H](C)[C@@H](CN(C)CC2CC2)OCCCC[C@H](C)Oc2ccc(NC(=O)c3ccncc3)cc2C1=O | -1.9
CN(C)C(=O)[C@@H]1[C@@H](CO)[C@@H]2Cn3c(ccc(C4=CCCCC4)c3=O)[C@@H]2N1Cc1ccc2c(c1)OCO2 | -1.5
O=C(C1CCC1)N1CC2(C1)[C@H](c1ccccc1)[C@H](CO)N2Cc1nccs1 | 0.8
CCC(=O)N1CC2(CCN(C(=O)Nc3ccccc3F)CC2)c2c([nH]c3cc(OC)ccc23)[C@@H]1CO | 0.6
C[C@@H]1CN([C@@H](C)CO)C(=O)c2cc(NS(=O)(=O)c3ccccc3)ccc2O[C@@H]1CN(C)S(=O)(=O)c1ccccc1 | -0.2

The last 4 entries of the section before are carried over, then new ones follow.
SMILES | TcdB inh
CN(C)C(=O)[C@@H]1[C@@H](CO)[C@@H]2Cn3c(ccc(C4=CCCCC4)c3=O)[C@@H]2N1Cc1ccc2c(c1)OCO2 | -1.5
O=C(C1CCC1)N1CC2(C1)[C@H](c1ccccc1)[C@H](CO)N2Cc1nccs1 | 0.8
CCC(=O)N1CC2(CCN(C(=O)Nc3ccccc3F)CC2)c2c([nH]c3cc(OC)ccc23)[C@@H]1CO | 0.6
C[C@@H]1CN([C@@H](C)CO)C(=O)c2cc(NS(=O)(=O)c3ccccc3)ccc2O[C@@H]1CN(C)S(=O)(=O)c1ccccc1 | -0.2
C[C@@H]1CN([C@H](C)CO)C(=O)c2cc(C#Cc3ccccn3)cnc2O[C@@H]1CN(C)Cc1ccncc1 | 0.5
C[C@@H]1CCCCO[C@H](CN(C)Cc2ccccc2)[C@@H](C)CN([C@H](C)CO)C(=O)c2cc(NC(=O)Cc3ccccc3)ccc2O1 | -1.2
CN(C)C(=O)c1ccc(-c2ccc([C@H]3[C@@H](CO)N4CCCCN(CCC(F)(F)F)C[C@H]34)cc2)cc1 | 0.0
COc1ccc2c3c([nH]c2c1)[C@@H](CO)N(CC1CC1)CC31CN(C(=O)NC2CCCC2)C1 | 0.1
C[C@@H]1CN([C@H](C)CO)C(=O)Cc2cc(NC(=O)Nc3ccccc3)ccc2O[C@H]1CN(C)CC1CCCCC1 | -0.1
CC(C)NC(=O)Nc1ccc2c(c1)C(=O)N([C@H](C)CO)C[C@H](C)[C@H](CN(C)Cc1ccc3c(c1)OCO3)O2 | -1.4
CC(C)CN(C[C@@H]1N[C@@H](CO)[C@H]1c1ccccc1)C(=O)CN(C)C | 2.6
N#Cc1cccc(-c2ccc3c(c2)[C@@H]2[C@@H](CCN2S(=O)(=O)c2ccccc2)[C@@H](CO)N3)c1 | -2.0
C[C@@H]1CN([C@H](C)CO)C(=O)c2cc(Br)cnc2O[C@@H]1CN(C)C(=O)c1ccc(F)cc1 | 0.8
N#C[C@@H]1[C@H](c2ccc(C#Cc3ccccc3F)cc2)[C@H](CO)N1C(=O)c1cccnc1 | 0.6
Cc1ccccc1S(=O)(=O)NCC[C@@H]1CC[C@H](NC(=O)C2CCCCC2)[C@H](CO)O1 | 0.9
O=C(NC[C@@H]1CC[C@@H]2[C@@H](CN2Cc2ccc(Oc3ccccc3)cc2)O1)C1CCOCC1 | 0.8
O=C(C[C@@H]1C=C[C@@H](NC(=O)Nc2cc(F)ccc2F)[C@H](CO)O1)NCc1ccc2c(c1)OCO2 | 0.6
C[C@@H]1CCCCO[C@H](CN(C)C(=O)Cc2ccccc2)[C@@H](C)CN([C@H](C)CO)C(=O)c2cc(NC(=O)Nc3cccc4ccccc34)ccc2O1 | -1.3
CCCN(C)C[C@H]1Oc2cc(-c3cncnc3)ccc2S(=O)(=O)N([C@@H](C)CO)C[C@H]1C | 0.4
COc1ccc(NC(=O)N(C)C[C@H]2OCCCC[C@@H](C)Oc3ccc(NC(=O)C4CCCCC4)cc3C(=O)N([C@H](C)CO)C[C@@H]2C)cc1 | 0.0
COc1ccc(NC(=O)Nc2ccc3c(c2)C(=O)N([C@H](C)CO)C[C@@H](C)[C@H](CN(C)C(=O)Nc2ccccc2)OCCCC[C@@H](C)O3)cc1 | 0.4
OC[C@H]1[C@H](c2ccc(-c3cccnc3)cc2)[C@H]2CN(CC3CC3)CCCCN21 | -0.3
CO[C@H]1CN(C)C(=O)c2cc(NS(C)(=O)=O)ccc2OC[C@@H](C)N(C(=O)C2CC2)C[C@H]1C | 0.0
COc1ccc(S(=O)(=O)N(C)C[C@@H]2OCCCC[C@@H](C)Oc3ccc(NC(=O)Nc4ccc(C(F)(F)F)cc4)cc3C(=O)N([C@H](C)CO)C[C@H]2C)cc1 | -1.3
C[C@H]1CN([C@@H](C)CO)C(=O)c2cc(NC(=O)C3CC3)ccc2O[C@H]1CN(C)Cc1ccc(C(=O)Nc2ccccc2N)cc1 | -0.3
COc1ccc(NC(=O)Nc2ccc3c(c2)C(=O)N([C@H](C)CO)C[C@@H](C)[C@H](CN(C)S(=O)(=O)c2ccc(F)cc2)OCCCC[C@H](C)O3)cc1 | 0.2
COc1ccc2c3c([nH]c2c1)[C@@H](CO)N(CC1CCOCC1)CC31CN(C(=O)C2CC2)C1 | -0.4
C[C@H](CO)N1C[C@H](C)[C@@H](CN(C)CC2CCCCC2)Oc2ccc(NS(C)(=O)=O)cc2CC1=O | -0.4
O=C(Nc1ccc2c(c1)OCO2)N[C@@H]1C=C[C@H](CC(=O)N2CCN(c3ccccc3)CC2)O[C@@H]1CO | -0.7
(further entries)
SMILES | TcdB inh
COc1ccc(NC(=O)N(C)C[C@H]2Oc3ccc(NC(=O)C4CC4)cc3C(=O)N([C@H](C)CO)C[C@H]2C)cc1 | 0.2
CCCC#Cc1cnc2c(c1)C(=O)N([C@H](C)CO)C[C@@H](C)[C@H](CN(C)Cc1ccncc1)O2 | 0.3
C[C@@H]1CN([C@@H](C)CO)C(=O)CCCn2cc(nn2)CO[C@@H]1CN(C)Cc1ccccc1 | 0.0
C[C@H](CO)N1C[C@H](C)[C@H](CN(C)Cc2ccc(Cl)c(Cl)c2)OCCCC[C@H](C)Oc2ccc(NS(=O)(=O)c3ccc(F)cc3)cc2C1=O | -8.1
C[C@@H]1CCCCO[C@@H](CN(C)S(=O)(=O)c2cccs2)[C@@H](C)CN([C@@H](C)CO)C(=O)c2cc(NC(=O)Nc3ccc4c(c3)OCO4)ccc2O1 | 1.2
C[C@@H]1CN([C@H](C)CO)C(=O)Cc2cc(NC(=O)Nc3ccc4c(c3)OCO4)ccc2O[C@H]1CN(C)S(C)(=O)=O | 0.3
O=C(C[C@H]1CC[C@@H](NC(=O)C2CCOCC2)[C@H](CO)O1)NCC1CC1 | 0.1
C[C@H]1CN([C@@H](C)CO)C(=O)Cc2cc(NC(=O)CCCN(C)C)ccc2O[C@H]1CN(C)S(=O)(=O)c1ccc(F)cc1 | 0.9
C[C@H](CO)N1C[C@H](C)[C@@H](CN(C)Cc2ccc(Cl)c(Cl)c2)Oc2ccc(NS(C)(=O)=O)cc2CC1=O | 0.3
CCCNC(=O)C[C@H]1CC[C@H]2[C@@H](COC[C@H](O)CN2Cc2cccc(F)c2)O1 | -2.8
COc1ccc(S(=O)(=O)N(C)C[C@H]2Oc3ccc(NC(=O)NC4CCCCC4)cc3CC(=O)N([C@H](C)CO)C[C@H]2C)cc1 | 0.8
COc1ccc(CN(C)C[C@@H]2Oc3ccc(NS(=O)(=O)c4c(C)noc4C)cc3CC(=O)N([C@@H](C)CO)C[C@@H]2C)cc1 | 0.2
C[C@H](CO)N1C[C@H](C)[C@@H](CN(C)CC2CCCCC2)Oc2c(NC(=O)Nc3ccc(C(F)(F)F)cc3)cccc2C1=O | 0.6
COc1ccc(CN(C)C[C@@H]2Oc3c(NS(=O)(=O)c4c(C)noc4C)cccc3C(=O)N([C@H](C)CO)C[C@@H]2C)cc1 | -0.3
C[C@@H]1CN([C@@H](C)CO)C(=O)CCCn2cc(nn2)CO[C@H]1CN(C)Cc1cccnc1 | -0.7
COc1ccc(CN(C)C[C@H]2Oc3ccc(NC(=O)C4CC4)cc3CC(=O)N([C@@H](C)CO)C[C@@H]2C)cc1 | -0.4
Cc1noc(C)c1NC(=O)Nc1ccc2c(c1)C(=O)N([C@@H](C)CO)C[C@@H](C)[C@H](CN(C)CC1CCCCC1)OCCCC[C@H](C)O2 | 0.5
C[C@H](CO)N1C[C@H](C)[C@@H](CN(C)C(=O)Cc2ccccc2)OCc2ccccc2-c2ccccc2C1=O | -1.4
C[C@H]1CCCCO[C@H](CN(C)S(=O)(=O)c2cccs2)[C@@H](C)CN([C@@H](C)CO)C(=O)c2cc(NC(=O)C3CCCCC3)ccc2O1 | -0.4
CC=Cc1ccc2n(c1=O)C[C@@H]1[C@@H](CO)[C@H](C(=O)NCC(F)(F)F)[C@H]2N1C(=O)C1CCCCC1 (mixture of isomers) | 0.6
COc1ccc(NC(=O)N(C)C[C@@H]2Oc3ccc(NC(=O)Nc4ccc5c(c4)OCO5)cc3C(=O)N([C@H](C)CO)C[C@@H]2C)cc1 | 0.4
O=C(Cc1cccnc1)N1CC(=O)N2[C@H](CO)[C@@H](c3ccc(C#CC4CCCC4)cc3)[C@H]2C1 | 1.8
Cc1ccccc1S(=O)(=O)N[C@@H]1CC[C@@H](CCn2cc(-c3ccccc3)nn2)O[C@@H]1CO | 0.4
CCCNC(=O)N1CC2(CN(Cc3cccnc3)C2)c2c(n(C)c3cc(OC)ccc23)[C@@H]1CO | 2.9
C[C@@H]1CN([C@H](C)CO)C(=O)c2cccc(NC(=O)C3CCOCC3)c2O[C@H]1CN(C)Cc1ccncc1 | -0.1
CC(C)C(=O)Nc1ccc2c(c1)C(=O)N(C)[C@H]1CC[C@H](CC(=O)Nc3ccc(Cl)cc3)O[C@@H]1CO2 | 0.9
C[C@@H]1CN([C@H](C)CO)C(=O)Cc2cc(NC(=O)C3CCCCC3)ccc2O[C@H]1CN(C)S(=O)(=O)c1ccc(Cl)cc1 | -2.0
COc1ccc(NC(=O)N(C)C[C@@H]2Oc3ccc(NS(=O)(=O)c4ccc(OC)cc4)cc3C(=O)N([C@H](C)CO)C[C@H]2C)cc1 | -1.4
O=C(CN1CCOCC1)NCC[C@H]1CC[C@H](NC(=O)Nc2ccc(C(F)(F)F)cc2)[C@@H](CO)O1 | 1.1

Exported with each value named: 4 of the compounds above.
> C[C@@H]1CN([C@H](C)CO)C(=O)Cc2cc(NC(=O)Nc3ccccc3)ccc2O[C@H]1CN(C)CC1CCCCC1
  TcdB inh: -0.1

> O=C(CN1CCOCC1)NCC[C@H]1CC[C@H](NC(=O)Nc2ccc(C(F)(F)F)cc2)[C@@H](CO)O1
  TcdB inh: 1.1

> COc1ccc(NC(=O)Nc2ccc3c(c2)C(=O)N([C@H](C)CO)C[C@@H](C)[C@H](CN(C)C(=O)Nc2ccccc2)OCCCC[C@@H](C)O3)cc1
  TcdB inh: 0.4

> C[C@H]1CCCCO[C@H](CN(C)S(=O)(=O)c2cccs2)[C@@H](C)CN([C@@H](C)CO)C(=O)c2cc(NC(=O)C3CCCCC3)ccc2O1
  TcdB inh: -0.4

Source: PubChem

Only part of the results is shown; count on the stated rates, not on these rows.
